Source: PubChem
HMGR II inh = blocks class II HMG-CoA reductase of Enterococcus faecalis; purified E. faecalis HMGR, NADPH absorbance 340 nm kinetic; actives 0.41% (n = 190,000); inhibition, % at 10 µM;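 active means inhibition above a set limit, the median over all tested compounds plus 3 SD, cut at about 9.5% in these data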;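 further: enzyme runs in reverse so mevalonate oxidation gives rising NADPH absorbance; 0% = complete reaction with DMSO and 100% = background rate lacking mevalonate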
bIAP inh = intestinal alkaline phosphatase (bovine) inhibition | purified bovine IAP, CDP-star luminescence, 30 min | 190,000 tested, under 10 active | inhibition, % at 20 µM;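 active means over 50% inhibition of intestinal alkaline phosphatase at 20 µM in the single-dose screen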
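System: purified bovine intestinal alkaline phosphatase (IAP) enzyme; Input: IAP diluted 1/65,000,000 in the well; Measured by: CDP-star luminescence signal; Compound dosing: 20 µM single dose; Incubation: 30 min reaction at room temperature.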
PPARg SRC1 recr = PPARgamma-driven SRC-1 recruitment agonism | P37231 | PPARgamma-SRC-1 coactivator recruitment biochemical assay | activation, % at 8 µM | actives 0.41% (n = 200,000) | AID 631; in the data active means activation above about 19%;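 further: 0% = DMSO and 100% = reference agonist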
bIAP act = intestinal alkaline phosphatase (bovine) activation; purified bovine IAP, CDP-star luminescence, 30 min; active compounds read high; fold of DMSO-control signal, blank-subtracted; activation factor at 20 µM; actives 0.17% (n = 200,000);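 active means activation factor of 2 or more at 20 µM, a signal rise over negative controls twice the positive control's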
TNAP act hi DEA = TNAP (human) activation, high acceptor; P05186; purified TNAP, CDP-star luminescence, 1 M DEA, 30 min; active compounds read high; 0 = EDTA background, 1 = DMSO-only activity; activation factor at 20 µM; 200,000 tested, under 10 active;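 active means activation factor at least 2 at 20 µM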
Target sequence (P05186 whole entry, looked up): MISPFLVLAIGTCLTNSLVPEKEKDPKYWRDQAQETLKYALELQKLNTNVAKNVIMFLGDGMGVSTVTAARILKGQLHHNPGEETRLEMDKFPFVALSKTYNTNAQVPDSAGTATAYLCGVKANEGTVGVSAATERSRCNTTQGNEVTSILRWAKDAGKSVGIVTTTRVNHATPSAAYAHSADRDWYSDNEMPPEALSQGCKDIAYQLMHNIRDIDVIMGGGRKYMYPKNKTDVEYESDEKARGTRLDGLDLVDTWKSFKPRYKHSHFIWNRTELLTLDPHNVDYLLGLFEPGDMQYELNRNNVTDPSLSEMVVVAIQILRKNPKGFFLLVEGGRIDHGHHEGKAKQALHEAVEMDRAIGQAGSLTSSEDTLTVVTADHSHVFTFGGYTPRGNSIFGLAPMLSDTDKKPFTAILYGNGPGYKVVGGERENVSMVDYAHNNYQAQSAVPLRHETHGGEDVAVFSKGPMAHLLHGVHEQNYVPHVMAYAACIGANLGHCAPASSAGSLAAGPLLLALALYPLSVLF
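Test system – human TNAP · Doses – 20 µM single point · Incubation – 30 min, room temperature · Signal – luminescent substrate turnover signal · Read-out basis – activation factor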
SRC2 TRFRET art = counter-screen for PPARgamma SRC-2 recruitment agonists: TR-FRET artefact; AID 1049; active compounds read high; TR-FRET ratio at 8 µM; actives 0.4% (n = 200,000); in the data active means TR-FRET ratio above about 2000; further: inactives centre near 1500; reference of the scale not given here
TNAP inh hi DEA = inhibitors of human TNAP at high phosphate acceptor concentration. P05186. purified TNAP, CDP-star luminescence, 1 M DEA. inhibition, % at 20 µM. actives 0.03% (n = 200,000);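 active means over 50% inhibition of tissue-nonspecific alkaline phosphatase at 20 µM in the single-dose screen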;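 further: plate controls were DMSO wells for no effect and EDTA-quenched wells as full inhibition for full effect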
PPARg SRC-3 ag = promotes SRC-3 coactivator recruitment by human PPARgamma; P37231; AID 731; actives 0.26% (n = 200,000); biochemical PPARgamma/SRC-3 coactivator recruitment assay; activation, % at 8 µM; in the data active means activation above about 23%;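 further: 0% = DMSO and 100% = reference agonist; some compounds past the cut are filed as inactive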
TNAP inh noacc = TNAP (human) inhibition, acceptor-free conditions. actives 0.26% (n = 200,000). purified TNAP, CDP-star luminescence, 30 min. inhibition, % at 20 µM. P05186;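 active means tissue-nonspecific alkaline phosphatase inhibition above about 50% at 20 µM in the single-dose screen, limit read from the data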;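 further: 0% = DMSO negative control and 100% = EDTA positive control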
PPARg SRC-2 ag = PPARgamma-driven SRC-2 recruitment agonism; PPARgamma LBD-SRC-2 recruitment, biochemical; AID 1032; activation, % at 8 µM; P37231; actives 0.34% (n = 200,000); in the data active means activation above about 22%;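 further: 0% = vehicle and 100% = reference agonist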
Starred values were filed as active, the others as inactive; . = no result given. Compounds were not picked by outcome; 1.6% or so of the library scored in one or more.

cpd	compound	HMGR II inh	bIAP inh	PPARg SRC1 recr	bIAP act	TNAP act hi DEA	SRC2 TRFRET art	TNAP inh hi DEA	PPARg SRC-3 ag	TNAP inh noacc	PPARg SRC-2 ag
1	COc1cc(/C=N/NC(=O)c2c(-c3ccccc3)noc2C)cc(OC)c1OC	-2	5	4	1	1	1747	1	5	15	7
2	Cn1cccc1/C=C(/C#N)C(N)=S	-1	-13	1	1.1	0.9	1437	9	0	-2	3
3	c1ccc(N(c2ccccc2)c2nc(N3CCCC3)nc(-n3ccnc3)n2)cc1	4	11	10	0.9	1.1	1387	-7	2	-4	-3
4	Cc1nc2ccc(NC(=O)NCCO)cc2s1	4	4	1	1	1	1518	2	3	-6	0
5	OCCSc1nnc(Nc2ccccc2)s1	1	-2	-5	1	1	1494	-2	-9	-6	-6
6	CCOc1ccc(NC(=O)CN(c2ccc([N+](=O)[O-])cc2)S(=O)(=O)c2ccccc2)cc1	-8	-4	5	1	1	1657	1	2	-9	3
7	COCCOC(=O)c1c(C)n(C)c2ccc(OC(=O)N3CCOCC3)cc12	1	-10	7	1.1	1.1	1753	-7	16	-16	6
8	Cc1nccn1CCC(=O)O	-5	7	8	0.9	1	1623	-4	-1	7	7
9	CCOC(=O)CN1CC23C=CC(O2)C(C(=O)N2CCN(c4ccc(F)cc4)CC2)C3C1=O (centres undefined)	5	2	4	1	1	1514	-2	2	-2	7
10	CCOC(=O)N1CCN(S(=O)(=O)c2c(C)cc(C)cc2C)CC1	1	8	3	0.9	1.1	1356	-7	-5	-10	1
11	COc1ccccc1-n1ccnc1SCC(=O)NC1CCCC1	-9	-2	10	1	1	1722	1	4	-6	16
12	O=C(COn1nnc2ccc(Cl)cc21)Nc1ccc(F)cc1	-3	10	2	0.9	1	1375	3	1	-2	0
13	CCNc1nc(NCC)nc(SCCOC(=O)COc2ccc(Cl)cc2Cl)n1	-2	20	3	0.8	1	1549	-4	5	-7	9
14	O=C1NCCCc2c1oc1ccc(O)cc21	-6	10	2	0.9	1	1524	-4	-3	5	5
15	COc1ccc(NC(=O)c2csc(Cc3ccccc3)n2)cc1	-2	.	-6	0.4	1.1	1409	-7	-4	-8	0
16	FC(F)(F)c1cccc(N2CCN(c3ccc4nnc(-c5ccccc5)n4n3)CC2)c1	-2	5	4	1	1	1488	-3	6	-7	-2
17	O=C(Nc1ccc(Cl)c(Cl)c1)N1CC=C(c2ccccc2)CC1	-2	6	3	0.9	1.1	1632	-8	5	-19	9
18	CNC(=O)CN(C1CCCCC1)S(=O)(=O)c1ccc(OC)c(Cl)c1	-3	6	3	0.9	1.1	1717	-8	1	-16	12
19	COc1ccc(CCC(=O)N/N=C\c2cccs2)cc1	-1	-6	9	1.1	1	1734	4	6	-1	11
20	CC(=O)Nc1ccc(NC(=O)CSc2nnc3ccc(-c4ccc(F)cc4)nn23)cc1	-7	-2	9	1	1	1460	-4	4	-6	7
21	O=c1oc2ccccc2n1CSC1=NCCS1	-2	10	-8	0.9	1	1276	-5	-2	-12	-10
22	O=C(CN1CCN(Cc2ccccc2)CC1)N1CCCCCC1	1	1	0	1	1	1638	0	-2	6	8
23	CCOC(=O)C1CCCN(CC(=O)Nc2c(C(=O)OC)[nH]c3ccc(Br)cc23)C1 (centres undefined)	-4	-12	26*	1.1	1	2688*	-5	42*	-8	40*
24	Cc1nn(-c2ccccc2)cc1C(=S)Nc1ccccc1	0	43	2	0.6	1	1492	-3	-1	-7	0
25	C/C(=N\Nc1ccc(S(=O)(=O)Nc2ccccc2)cc1[N+](=O)[O-])c1ccc(N2CCOCC2)cc1	1	9	8	0.9	0.8	1502	19	7	25	5
26	NC(=O)C[C@@H]1N[C@]2(C(=O)Nc3ccccc32)[C@@H]2C(=O)N(c3cc(C(F)(F)F)ccc3Cl)C(=O)[C@H]12	-4	2	4	1	1.1	1456	-12	-12	-14	-8
27	CS(=O)(=O)c1ccc2nc(N)sc2c1	-1	2	8	1	1	1576	1	-8	-5	13
28	COC(=O)C1CCC(C)(C(=O)Nc2ccccc2)C1(C)C (centres undefined)	-1	0	-1	1	1	1615	0	-15	4	-1
29	CC1CCC2(CC1)NC(=O)N(CC(=O)N1CCc3ccccc3C1)C2=O (centres undefined)	-1	-3	4	1	1	1664	-5	2	-13	6
30	O=c1c2nnn(-c3ccc(Cl)cc3)c2ncn1Cc1ccccn1	-3	-2	0	1	1	1328	-2	2	-6	2
31	O=C(N/N=C/c1ccc(O)cc1)c1csc2c1CCCC2	-2	28	-7	0.7	1	1553	-5	-1	-4	-2
32	CCOC(=O)/C(=C\C=C\c1ccccc1)NC(=O)c1ccccc1	1	-7	7	1.1	1	1583	0	8	-4	9
33	COC(=O)c1ccc(C(=O)OCc2nc3cc4ccccc4cc3[nH]2)cc1	-1	5	-2	1	1.1	1372	-5	15	1	11
34	O=C(O)C(CO)N=Cc1c(O)c2ccccc2oc1=O (centres undefined)	-3	-28	5	1.3	1	1669	-5	9	8	15
35	CCCC[C@@H]1CNC(=S)N1CCc1cccc2ccccc12	3	41	8	0.6	1.1	1443	-6	2	-5	5
36	COc1ccc(CC(=O)NNC(=S)Nc2ccccc2)cc1Cl	3	-40	11	1.4	1	1497	-1	4	-9	7
37	Cn1c(N)c(C(=O)COC(=O)C2CCCN2C(=O)c2cccs2)c(=O)n(C)c1=O (centres undefined)	-3	1	3	1	1	1466	-3	-1	-8	-2
38	Cc1ccc2nc(-c3ccc(NC(=O)CSc4nccc(=O)[nH]4)cc3)sc2c1	-6	7	1	0.9	1	1711	-4	10	-16	6
39	Cc1ccc(SCc2cc(=O)n3ccsc3n2)c(C)c1	-2	-11	2	1.1	1	1627	-4	-2	-4	-4
40	CCN(CC)C(=O)Oc1ccc(NC(C)=O)cc1	1	7	-3	0.9	1.1	1440	-7	-2	-13	-5
41	COc1ccc(Br)cc1/C=c1\sc2nc(-c3ccco3)nn2c1=O	.	5	.	0.9	1	.	-1	.	-3	.
42	Clc1ccccc1N/N=C/c1ccc2c(c1)OCO2	-6	36	1	0.6	1	1311	-1	0	-8	4
43	CCOC(=O)C(Cc1ccccc1)c1ccnc2ncnn12 (centres undefined)	-5	17	1	0.8	1	1329	-3	-7	-12	0
44	Cc1nc(SCC(=O)Nc2cccnc2Cl)nc(C)c1C	1	-29	5	1.3	1	1498	-3	7	-3	0
45	COc1cccc(C(=O)NCC(=O)N/N=C/c2cccc(OC(=O)c3ccc([N+](=O)[O-])cc3)c2)c1	0	10	-9	0.9	1	1466	-5	-3	-3	-8
46	CCc1ccc(NC(=O)c2ccccc2NC(=O)C2CCCO2)cc1 (centres undefined)	-10	6	2	0.9	1	1452	0	0	-14	2
47	CC(OC(=O)CCC(=O)c1cccs1)C(=O)Nc1ccccc1[N+](=O)[O-] (centres undefined)	4	30	-2	0.7	1	1537	-4	0	-9	-1
48	C=CCSc1nnc(-c2cnn(-c3ccccc3)c2-n2cccc2)n1C	-7	2	-2	1	1	1597	0	8	-13	8
49	O=C(c1ccc(CN2CCc3ccccc3C2)cc1)N1CCN(c2ccc(F)cc2)CC1	.	.	6	.	.	1584	.	10	.	5
50	CC1(C)N=C(N)NC(Nc2ccc(Br)cc2)=N1	-2	-2	-3	1	1	1374	-2	-6	4	-11
51	O=C(Nc1ccc2c(c1)nc1n2CCN(C2CCCCC2)C1)NC1CCCCC1	-3	3	-4	1	1	1429	-3	-4	6	5
52	Cc1nc(/C=C\C(=O)O)c2cc(C)oc2n1	-5	12	2	0.9	1	1714	0	2	2	2
53	Cc1cc2cc(CCNC(=O)c3ccc(C)c([N+](=O)[O-])c3)c(=O)[nH]c2cc1C	-1	-1	5	1	1.1	1820	-6	0	-12	-3
54	CCOC(=O)c1c(C)nc(-c2ccccc2)nc1N	2	13	0	0.9	1.1	1412	-6	5	-12	6
55	CN1C=C(C(F)(F)F)C=C/C1=C(\C#N)c1nnc2n1CCCCC2	-1	10	4	0.9	1	1515	-1	-4	-6	5
56	CCOC(=O)c1nnn(CC(=O)N2N=C(c3ccccc3)CC2c2ccccc2)c1C(=O)OCC (centres undefined)	-3	-8	-1	1.1	1	1580	-2	8	-10	-3
57	Cc1c(N(C)C)nc2ccccc2c1N	-2	-4	-9	1	1	1419	-2	-9	-13	-1
58	CC(=O)c1sc(N/N=C\c2ccccc2O)nc1C	2	-10	-2	1.1	0.8	1622	16	10	-105	8
59	COCCNC(=S)Nc1ccc(N2CCCCC2)cc1	2	6	4	0.9	1	1627	-3	6	-10	7

Part of the list above, screen by screen:
46	CCc1ccc(NC(=O)c2ccccc2NC(=O)C2CCCO2)cc1 (centres undefined)
47	CC(OC(=O)CCC(=O)c1cccs1)C(=O)Nc1ccccc1[N+](=O)[O-] (centres undefined)
48	C=CCSc1nnc(-c2cnn(-c3ccccc3)c2-n2cccc2)n1C
Screen / compound no. | 46 | 47 | 48
HMGR II inh | -10 | 4 | -7
bIAP inh | 6 | 30 | 2
PPARg SRC1 recr | 2 | -2 | -2
bIAP act | 0.9 | 0.7 | 1
TNAP act hi DEA | 1 | 1 | 1
SRC2 TRFRET art | 1452 | 1537 | 1597
TNAP inh hi DEA | 0 | -4 | 0
PPARg SRC-3 ag | 0 | 0 | 8
TNAP inh noacc | -14 | -9 | -13
PPARg SRC-2 ag | 2 | -1 | 8
